Compound activity as filed in PubChem BioAssay.
Tb PFK inh: T. brucei PFK enzyme inhibition | T. brucei PFK, ADP-Glo luminescence | Potency, µM (doses to about 57.5 µM), for the others: at the highest dose activity, negative = inhibition, most hits filed as inhibitors | 0.17% of 330,000 active | AID 485367;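 further: potency means the concentration at half of the fitted maximal effect; 0% = uninhibited 1x PFK enzyme wells and -100% = no-enzyme wells; nearly all actives have a fitted effect of over 60% in size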
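Luminescent ADP detection (ADP-Glo, two-step: ATP depletion then ADP-to-ATP conversion for luciferase) reported PFK activity after 45 min room-temperature reaction of 1.25 nM enzyme with 0.5 mM F6P and 0.1 mM ATP at pH 8.0.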
Eya2 phos inh: blocks the phosphatase activity of human Eya2 | O00167 | recombinant Eya2, OMFP fluorescence dephosphorylation (OMFP is methylfluorescein phosphate) | Potency, µM (highest dose often 76.9 µM), for inactives: top-dose activity, negative = inhibition, hits mostly inhibitors | 0.006% of 330,000 active; further: potency means the concentration at half of the fitted maximal effect; on the % scale 0 is the no-effect control and ±100 the full control effect
Target sequence (O00167 whole entry, looked up): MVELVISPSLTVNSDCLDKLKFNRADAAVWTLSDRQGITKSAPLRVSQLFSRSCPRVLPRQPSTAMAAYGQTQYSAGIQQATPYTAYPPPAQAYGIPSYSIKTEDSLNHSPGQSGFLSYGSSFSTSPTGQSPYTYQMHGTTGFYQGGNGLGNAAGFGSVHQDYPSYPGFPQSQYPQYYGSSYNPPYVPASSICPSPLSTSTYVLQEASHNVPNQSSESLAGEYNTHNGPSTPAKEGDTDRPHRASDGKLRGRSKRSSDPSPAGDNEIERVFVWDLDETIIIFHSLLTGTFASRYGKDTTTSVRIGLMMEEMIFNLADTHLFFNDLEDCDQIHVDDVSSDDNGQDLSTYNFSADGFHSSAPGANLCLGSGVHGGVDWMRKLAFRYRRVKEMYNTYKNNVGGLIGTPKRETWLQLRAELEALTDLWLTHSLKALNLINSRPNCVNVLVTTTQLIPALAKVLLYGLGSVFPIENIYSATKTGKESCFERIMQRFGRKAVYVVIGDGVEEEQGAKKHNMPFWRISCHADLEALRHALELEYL
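Eya2 protein (added as 0.2 uM solution) was preincubated with compound for 10 min at ambient temperature in 50 mM HEPES pH 7.5, 50 mM NaCl, 5 uM MgCl2, 0.05% BSA, 1 mM DTT. OMFP (added at 50 uM) then reacted 10 min; fluorescence read at 485/525 nm.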
uPA surface inh: cell surface uPA generation inhibition | 0.31% of 330,000 active | AID 540303 | cell surface uPA generation assay, qHTS | Potency, µM (series often up to 38.3 µM), without a hit: at the highest dose activity change, negative = inhibition, hits mostly inhibitors; active means well fitted inhibition curve with a large enough effect; inconclusive means small, poorly fitted or top-dose-only effect; inactive means no such curve, though single readings can be large or run the other way; tested in mouse RAW 264.7 cells; further: potency means the concentration at half of the fitted maximal effect; on the % scale 0 is the no-effect control and ±100 the full control effect; nearly all actives have a fitted effect of over 55% in size
Mito fusion act: inhibitors of mitochondrial division or activators of mitochondrial fusion; Potency, µM (titrated, usually from 46.1 µM), for the others: top-dose growth rescue (activation), hits mostly activators; S. cerevisiae fusion-defective mutant growth rescue, CellTiterGlo 48 h; AID 485298; 0.23% of 320,000 active;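 further: potency means the concentration at half of the fitted maximal effect; % of control where 0% means no effect; nearly all actives have a fitted effect of over 45% in size; temperature-sensitive fusion mutants such as fzo1-1 at 37 °C on non-fermentable ethanol glycerol medium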
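Growth-rescue viability read-out: after 48 h at the non-permissive 37C in glycerol/ethanol YPEG, yeast mitochondrial fusion mutants are measured by CellTiterGlo luminescence; compounds (23 nl pinned per well) restoring growth score as division inhibitors or fusion activators.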
TCR act: activates T cell receptor signaling; Potency, µM (titrated, usually from 9.22 µM), inactives show at the top dose activation of IL-2 secretion, usual class: activators; primary human leukocytes, anti-CD3, IL-2 HTRF, 48 h; 330,000 tested, under 10 active; further: % of control where 0% means no effect
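HTRF read-out of IL-2 secretion: europium cryptate donor excited at 320nm, d2 acceptor emission at 665nm. Cells were primary human leukocytes incubated 48 hr with compounds and a-CD3 beads, supplying TCR signal only.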
BCR signal inh: blocks chronic active B-cell receptor signaling | ABC-DLBCL IkBa-CBG/CBR reporter, luminescence ratio, 4 h | 0.05% of 340,000 active | Potency, µM (titrated, usually from 46.1 µM), for the others: at the highest dose ratio change, negative = lower green/red ratio, actives largely listed as inhibitors; active means well fitted inhibition curve with a large enough effect in the signal ratio, with a control signal flat, not every such curve was filed as active; inconclusive means small, poorly fitted or top-dose-only effect, or effect the other way, or a change in a side signal; the % refers to the signal ratio;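 further: potency means the concentration at half of the fitted maximal effect; plate controls were basal doxycycline-induced cells for no effect and cells given 10 µM MG132 for full effect; MG132 reads +100%, hits lower the ratio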
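TMD8 human ABC-DLBCL cells with doxycycline-inducible IκBα–green luciferase fusion and unfused red luciferase, in 0.5% FBS medium; compounds up to 46 uM, 4 h at 37C. Green/red luminescence ratio, filter-overlap corrected, fitted to concentration-response curves.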
PTAP TSG101 blk: blocks PTAP/TSG101 interaction to inhibit HIV-1 budding | Q99816 | Fluorescence polarization, FITC-PTAP peptide / Tsg101 binding | Potency, µM (top dose mostly 115 µM), for the others: at the highest dose activity change, negative = inhibition, hits mostly inhibitors | 340,000 tested, under 10 active; active means well fitted inhibition curve with a large enough effect in the main read-out, with a control signal flat, not every such curve was filed as active; inconclusive means small, poorly fitted or top-dose-only effect, or effect the other way, or a change in a side signal; inactive means no such curve, though single readings can be large or run the other way; further: potency means the concentration at half of the fitted maximal effect; % of control where 0% means no effect
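Tsg101 binding domain (10 uM final) was mixed with compound and a FITC-labeled PTAP peptide (50 nM final) in HEPES pH 7.5 buffer with NaCl, Tween 20, EDTA and TCEP; fluorescence polarization was read after 20 min at r.t.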
ELG1 DNA repair: blocks ELG1-dependent DNA repair in HEK293T cells | HEK293T ELG1-luciferase reporter, luminescence, 16 h; DNA damage induced by 5-fluorouridine | Potency, µM (doses to about 46.1 µM), for the others: at the top dose activity change, negative = inhibition, hits mostly inhibitors | 2.3% of 330,000 active | AID 504467; further: potency means the concentration at half of the fitted maximal effect; on the % scale 0 is the no-effect control and ±100 the full control effect; nearly all actives have a fitted effect of over 55% in size
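HEK293T cells expressing luciferase-tagged ELG1 (2,000/well) received 5-Fluorouridine plus compound or DMSO for 16 hr at 37 °C. Luciferase was read by ONE-Glo luminescence after 30 min at room temperature.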
TSHR antagonist: antagonists of human thyroid stimulating hormone receptor. P16473. TSHR-expressing cells, TSH-stimulated cAMP HTRF, 2 h; stronger effect = lower value. activity change, negative = inhibition, % at 11.5 µM. 0.2% of 330,000 active;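 active means activity change below a set negative limit, meaning inhibition stronger than a set level, cut at about -70% in these data; inconclusive means activity change between two set negative limits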; further: on the % scale 0 is the no-effect control and ±100 the full control effect
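Read-out is FRET at 665 nm (cryptate excitation 337 nm) from a cryptate-tagged anti-cAMP antibody, competed by cell cAMP against cAMP-d2. Compounds are tested on freshly harvested TSHR cells challenged with 4nM TSH (EC80) for 2 hours at 37 deg C.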
USP2a block: inhibitors of human ubiquitin-specific protease USP2a | USP2 core, Ub-CHOP2 coupled fluorogenic reporter, 485/531 | Potency, µM (highest dose often 38.3 µM), inactives show at the top dose activity change, negative = inhibition, usual class: inhibitors | 0.01% of 330,000 active | AID 463254;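 further: potency means the concentration at half of the fitted maximal effect; plate controls were DMSO wells for no effect and full inhibition by NEM control for full effect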
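Cell-free coupled assay: 10nM USP2 core preincubated 30min RT with compound in Tris-HCl pH 8.0/CaCl2/CHAPS buffer, then 25nM Ub-CHOP2 and 25nM reporter substrate; fluorescence (Ex 485/Em 531) read after 60min RT, normalized to NEM inhibition, concentration-response curves fitted.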
B2AR arrestin: beta2AR (human) beta-arrestin recruitment activity. beta-arrestin recruitment to beta2AR, cell-based reporter. Potency, µM (top dose mostly 46.1 µM), inactives show top-dose activation, most hits filed as activators. 0.02% of 330,000 active;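 further: potency means the concentration at half of the fitted maximal effect; 0% = DMSO controls and full agonism = EC100 isoproterenol or metaproterenol; nearly all actives have a fitted effect of over 65% in size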
Target sequence (P07550 whole entry, looked up): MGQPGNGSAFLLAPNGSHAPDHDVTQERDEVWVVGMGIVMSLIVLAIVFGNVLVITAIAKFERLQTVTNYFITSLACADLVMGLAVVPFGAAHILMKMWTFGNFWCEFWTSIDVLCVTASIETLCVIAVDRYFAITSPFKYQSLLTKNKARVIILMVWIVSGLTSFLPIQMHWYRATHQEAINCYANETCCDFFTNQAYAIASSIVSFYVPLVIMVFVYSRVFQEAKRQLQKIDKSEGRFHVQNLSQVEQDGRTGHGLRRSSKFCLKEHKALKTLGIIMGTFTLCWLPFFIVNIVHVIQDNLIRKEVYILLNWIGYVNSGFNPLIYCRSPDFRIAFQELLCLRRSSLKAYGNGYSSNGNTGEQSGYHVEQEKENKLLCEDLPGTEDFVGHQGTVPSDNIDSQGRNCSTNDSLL
* hit, by the source's call; u = inconclusive; x = no result given; & = joins results of further samples; [ ] = dose if it differs, or a comment. Unless noted, the call rests on the fitted dose curve; in most records, active means well fitted curve in the direction sought with a large enough effect; inconclusive means small, poorly fitted or top-dose-only effect, or another doubt; inactive means no such curve, though single readings can be large; an effect the other way counts as inactive or inconclusive.

SMILES	Tb PFK inh	Eya2 phos inh	uPA surface inh	Mito fusion act	TCR act	BCR signal inh	PTAP TSG101 blk	ELG1 DNA repair	TSHR antagonist	USP2a block	B2AR arrestin
COc1ccc(S(=O)(=O)N2CCCCCC2)cc1C(=O)N(C)Cc1ccc(F)cc1	-5%	-8%	-30%	7%	2%	10%	0%	-4%	6	1%	-0.1%
Cc1ccc(NC(=O)COC(=O)CN2C(=O)NC3(CCCC3)C2=O)cc1S(=O)(=O)N(C)C	4%	3%	-39%	-2%	0%	6%	-1%	u	7	2%	-0.3%
Nc1c(N(Cc2ccco2)C(=O)c2cccc(Cl)c2)c(=O)[nH]c(=O)n1Cc1ccccc1	8%	19%	-10%	-3%	x	u	-4%	0%	10	2%	-2.2%
C=CCOc1ccc(C(=O)Nc2ncn[nH]2)cc1	1%	10%	-6%	1%	x	0%	4%	22%	2	1%	0.6%
Cc1ccc(-c2cc(NC(=O)c3ccccc3[N+](=O)[O-])n[nH]2)cc1	3%	0%	-4%	2%	x	u	0%	12%	-3	5%	-0.1%
CCCc1cc(=O)[nH]c(SCC(=O)CSc2nc(CCC)cc(=O)[nH]2)n1	-2%	3%	-2%	1%	0%	1%	-3%	-8%	4	1%	0.1%
COc1cccc(/C=N/Nc2cc(Cl)nc(C)n2)c1O	0%	2%	1%	-4%	4%	14%	1%	u	-11	-3%	0.2%
C/C(=N\NC(=O)c1ccc(Cl)c(Cl)c1)c1ccccn1	1%	5%	2%	-7%	3%	u	0%	u	-1	1%	-1.0%
COc1ccc(NC2C=CS(=O)(=O)C2)c(OC)c1 (stereo unspecified)	1%	9%	-15%	-8%	1%	-9%	-2%	13%	8	1%	0.0%
Nc1ccc(S(=O)(=O)c2ccc(N)c(N)c2)cc1	-3%	-7%	-1%	5%	2%	3%	-1%	-9%	28	1%	10%
CC(C)CN1C(=O)C(=O)N(CC(=O)N(C)CC(=O)Nc2ccc(Cl)c(C(F)(F)F)c2)C1=O	-16%	-1%	-3%	-6%	0%	u	-5%	-23%	6	-1%	-0.1%
Cc1cc(NCCCCO)n2c(nc3ccccc32)c1C#N	-2%	-19%	0%	-18%	-1%	u	-3%	2%	-4	0%	0.2%
Cc1nc(SCc2cccc(F)c2)[nH]c(=O)c1C#N	2%	17%	x	1%	3%	u	-4%	8%	-16	3%	0.4%
CC1CCN(S(=O)(=O)c2cccc(C(=O)NC3CCCC3)c2)CC1	1%	-3%	2%	-1%	-2%	u	-1%	-6%	0	1%	0.6%
COc1ccc(C(=O)OC2CCN(C)CC2)cc1	-4%	-9%	2%	-2%	-29%[46.1 µM]	17%	-4%	23%	22	2%	0.4%
CCN(CCn1cccn1)C(=O)c1cc(COc2c(F)cccc2F)on1	0%	4%	2%	-8%	-4%	-1%	-2%	-7%	-1	1%	-0.4%
CC1CCCN(C(=O)CSc2nc3ccccc3o2)C1 (stereo unspecified)	-6%	11%	-2%	2%	x	1%	-13%	u	5	5%	-0.6%
C/C(=N/NS(=O)(=O)c1ccc(C(C)C)cc1)c1ccncc1	-2%	-8%	4%	2%	-11%	1%	-10%	-18%	5	0%	-0.9%
CC1=CC(C)(C)n2c(O)c(C3=NC(=S)NC3=O)c3cc(OC(=O)c4cccc5ccccc45)cc1c32	-1%	22%	3%	1%	-4%	-1%	0%	-19%	25	1%	-2.0%
Cn1ncc(N)c1C(=O)Nc1cccc(C(F)(F)F)c1	-2%	1%	-2%	3%	3%	0%	-5%	-5%	-8	1%	0.3%
N#CC1=C(N)N2C(=C(C#N)C1c1ccc(Br)cc1)Nc1ccccc12 (stereo unspecified)	-1%	-2%	-14%	11%	7%[46.1 µM]	u	-5%	2.9µM*	-79*	2%	-0.4%
COc1ccc(CC(=O)Nc2ccc(F)c(Cl)c2)cc1S(=O)(=O)N1CCOCC1	u	-9%	5%	5%	-17%	4%	-4%	u	-1	-6%	0.0%
Cc1cccc(NC(=O)C2CCN(S(=O)(=O)c3ccc4c(c3)OCCCO4)CC2)n1	-1%	4%	-5%	2%	1%	u	-1%	u	-25	0%	-0.1%
COc1ccc(NC(=O)C2CCCN(S(=O)(=O)c3cccc4nonc34)C2)c(OC)c1 (stereo unspecified)	0%	-5%	3%	-1%	-2%	u	-1%	-11%	28	-1%	-3.9%
CCOc1ccc2[nH]cc(C(=O)O)c(=O)c2c1	4%	-25%	5%	-3%	-1%	-3%	-7%	u	-1	0%	-1.0%
N#CC/C(N)=N/Nc1nc2ccccc2nc1Cc1ccccc1	14%	1%	-1%	-22%	1%	u	-3%	u	-29	-2%	-0.3%
O=C(NC1CCCCC1)C(c1ccncc1)N(Cc1ccc2c(c1)OCO2)C(=O)c1cnsn1 (stereo unspecified)	1%	0%	-16%	-1%	-6%[46.1 µM]	-19%	-3%	-9%	9	5%	0.2%
COC(=O)C(=CC(=CN(C)C)C=C(C(=O)OC)C(=O)OC)C(=O)OC	0%	-16%	-7%	5%	-1%	-15%	-10%	8%	0	0%	0.3%
COc1ccc(NC(=O)CCCn2c(=O)c3sccc3n(Cc3ccccc3C)c2=O)cc1	-1%	-12%	-2%	13%	-2%[46.1 µM]	0%	1%	u	8	-1%	-1.0%
OC(COc1ccc(Br)cc1)CN1CCCC1 (stereo unspecified)	3%	-13%	1%	2%	-5%	-5%	-3%	5%	5	3%	-0.1%
CCC[n+]1cn(/C(C(=S)Nc2cccc(Cl)c2C)=C(/[O-])c2ccc(OC)c(OC)c2)c2ccccc21	1%	3%	x	6%	-2%	-5%	-1%	u	0	-2%	0.2%
CCC1(C)CC(CCN(Cc2ccco2)C(C)=O)(c2ccccc2)CCO1 (stereo unspecified)	-2%	-2%	3%	11%	-19%	1%	-5%	u	0	1%	-0.4%
CN(C)S(=O)(=O)c1cccc(NC(=O)COC(=O)c2ccc(Br)o2)c1	2%	-1%	1%	1%	-8%	1%	-8%	4%	33	3%	-0.4%
O=C(CCC(=O)c1ccc(F)cc1)OCc1nnc(-c2ccc([N+](=O)[O-])cc2)o1	1%	-3%	-1%	2%	6%	0%	-1%	3%	3	3%	-0.1%
CSCC(C)N1CCC(n2nccc2NC(=O)c2ccccc2C)CC1 (stereo unspecified)	0%	5%	-18%	1%	-4%	-5%	-12%	0%	23	0%	-0.7%
CCOc1cccc(C(=O)Nc2ccc3ccccc3c2)c1	2%	3%	-13%	-2%	1%	u	-2%	u	-9	-16%	-0.5%
CN(CCc1ccccc1)C(=O)CCc1nnc(Cc2ccc3c(c2)OCO3)o1	0%	-2%	0%	1%	4%	u	0%	13%	6	3%	-0.7%
C/C(N)=C(/C#N)C(=O)CSc1nnc(Nc2c(C)cccc2C)s1	u	20%	4%&1%	6%	-5%&-6%	0%	-4%&-7%	0%	-5	0%	-0.4%
CCN(CC)C(=O)CSc1nnc(NC(=O)CCc2ccccc2)s1	0%	2%	-6%	-3%	-6%[46.1 µM]	-3%	2%	-6%	-5	5%	-1.2%
CC(=O)/C(=N\Nc1ccccc1Cl)Sc1cccc2cccnc12	2%	3%	-2%	2%	-5%	-1%	1%	7%	15	1%	-1.2%
Cc1cc(C)c(C(=O)NC2CCCc3c2cnn3-c2ccc(C)c(C)c2)c(=O)[nH]1 (stereo unspecified)	-5%	5%	3%	3%	-4%	3%	-1%	u	2	1%	-0.7%
O=C(NCC1CCOCC1)c1cc(COc2cccc(C(F)(F)F)c2)on1	-2%	-12%	9%	-9%	0%	0%	0%	16µM*	11	-6%	0.3%
Cc1ccc(NC2CC(=O)N(c3cccc([N+](=O)[O-])c3)C2=O)cc1 (stereo unspecified)	-1%	2%	-1%	1%	2%	5%	-5%	-2%	5	2%	0.0%
CCCOC(=O)C1=C(C)NC(=O)NC1c1cccc2ccccc12 (stereo unspecified)	-6%	-2%	0%	4%	1%	0%	-2%	-3%	5	0%	-0.1%
CN(/N=C/c1ccco1)C1=NS(=O)(=O)c2ccccc21	-3%	-10%	-5%	-8%	x	-9%	0%	-2%	2	3%	3.7%
